Screening results from PubChem.
OX1R antagonist – OX1R (HCRTR1) antagonists, primary screen, fluorescence, CHO/OX1R cells, Fluo-8 calcium, orexin A. Orexin/Hypocretin receptor type 1 (Homo sapiens), O43613. Fluo-8 calcium fluorescence. 330,000 compounds, 0.43% hits. inhibition, % at 5 µM;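 active = inhibition above its plate's threshold, mean inhibition of all tested compounds on the plate plus 3 SD, cut at about 37% in these data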;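 note: 0% = orexin A challenge wells and 100% = SB-334867-A antagonist wells; not every result past the cut was called active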
Target sequence (O43613 whole entry, looked up): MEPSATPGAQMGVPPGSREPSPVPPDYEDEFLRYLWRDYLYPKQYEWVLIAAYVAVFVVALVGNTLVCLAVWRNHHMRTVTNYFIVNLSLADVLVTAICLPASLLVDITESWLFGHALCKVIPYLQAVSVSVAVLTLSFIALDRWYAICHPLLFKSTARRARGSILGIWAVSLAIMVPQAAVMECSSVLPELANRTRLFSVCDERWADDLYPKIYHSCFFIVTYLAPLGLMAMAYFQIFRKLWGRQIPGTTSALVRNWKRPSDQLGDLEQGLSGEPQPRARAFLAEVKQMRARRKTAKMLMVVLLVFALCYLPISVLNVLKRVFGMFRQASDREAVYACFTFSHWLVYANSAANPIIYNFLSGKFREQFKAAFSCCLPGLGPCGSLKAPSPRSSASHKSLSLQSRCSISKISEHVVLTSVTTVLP
CHT PAM – CHT positive allosteric modulators, primary screen, cell-based, membrane potential dye, choline EC20; AID 488977, 2010; B-score at 10 µM; CHT-expressing cells; active compounds read high; LV-AA mutant CHT in HEK293 cells; 310,000 compounds, 0.49% hits;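 active = initial fluorescence not abnormally high and integrated response B-score, plate-corrected, over 3 SD above library mean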
Target sequence (Q9GZV3 whole entry, looked up): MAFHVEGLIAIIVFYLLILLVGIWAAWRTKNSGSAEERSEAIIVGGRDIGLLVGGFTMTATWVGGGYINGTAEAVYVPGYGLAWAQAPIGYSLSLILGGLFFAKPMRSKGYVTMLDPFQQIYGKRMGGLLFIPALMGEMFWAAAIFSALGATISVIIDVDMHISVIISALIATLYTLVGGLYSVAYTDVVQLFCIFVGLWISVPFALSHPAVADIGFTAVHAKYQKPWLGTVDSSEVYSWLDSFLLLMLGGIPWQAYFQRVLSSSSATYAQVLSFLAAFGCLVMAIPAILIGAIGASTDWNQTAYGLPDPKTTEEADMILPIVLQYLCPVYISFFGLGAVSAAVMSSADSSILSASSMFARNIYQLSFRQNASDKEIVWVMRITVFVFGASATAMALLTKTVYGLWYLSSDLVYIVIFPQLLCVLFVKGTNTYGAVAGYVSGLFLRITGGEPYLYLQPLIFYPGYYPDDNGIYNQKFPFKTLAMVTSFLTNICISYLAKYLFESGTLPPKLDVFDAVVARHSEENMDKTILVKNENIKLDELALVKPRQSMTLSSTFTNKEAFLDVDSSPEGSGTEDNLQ
Starred values were filed as active, the others as inactive; i = inactive; nt = no result given.

SMILES	OX1R antagonist	CHT PAM
CCC(=Nc1ccc(N)cc1)C1=C(O)C(C(=O)OC)C(C)(C)CC1=O (stereo not given)	-6.5	i
CCc1cccc(C)c1NC(=S)NCC(c1cccnc1)N1CCOCC1 (stereo not given)	5.1	i
CCNC(=O)C(Cc1ccccc1)NC(=O)OCc1ccccc1 (stereo not given)	-6.2	i
O=[N+]([O-])c1cccc(-c2noc(COc3ccccc3)n2)c1	-6.1	i
CCNc1ccc(P(=O)(c2ccccc2)c2ccccc2)cc1	-8.6	i
O=C(NC1(Cc2ccc(O)cc2)CCCCC1)c1ccccc1	-13.8	i
CCOC(=O)c1c(C)[nH]c(C(=O)COC(=O)c2cnc(C)cn2)c1C	-32.4	i
CCC[C@H]1COCCS(=O)(=O)N1Cc1ccc(Br)cc1	-20.7	i
CCO[C@@H]1OC(C(=O)NC2CC2)=C[C@H](c2ccccc2)[C@H]1CCCO	3.7	i
COc1ccccc1NC(=O)C1CCCN1C(=O)NC1CCCCC1 (stereo not given)	-14.4	i
CC(C)(C(=O)O)c1ccc(C(O)CCCN2CCC(C(O)(c3ccccc3)c3ccccc3)CC2)cc1 (stereo not given)	3.1	i
Nc1ccn([C@@H]2O[C@H](CO)[C@@H](O)C2O)c(=O)n1 (stereo not given in full)	0.1	i
CC(C)NC(=O)c1nc2c(nnn2Cc2cccc(Cl)c2)c(=O)[nH]1	-2.2	i
Cc1c(C(=N)C(C#N)C#N)c(=N)oc2c1ccc1ccccc12	-3.3	i
CCS(=O)(=O)N1Cc2ccccc2CC1C(=O)Nc1nnc(SCc2ccc(C#N)cc2)s1 (stereo not given)	-28.8	i

The final three records of the section above come first, to join the parts.
SMILES	OX1R antagonist	CHT PAM
CC(C)NC(=O)c1nc2c(nnn2Cc2cccc(Cl)c2)c(=O)[nH]1	-2.2	i
Cc1c(C(=N)C(C#N)C#N)c(=N)oc2c1ccc1ccccc12	-3.3	i
CCS(=O)(=O)N1Cc2ccccc2CC1C(=O)Nc1nnc(SCc2ccc(C#N)cc2)s1 (stereo not given)	-28.8	i
C/C(=N\NC(=S)NCc1ccccc1)c1ccc(Cl)s1	-26.4	i
CN(CC(=O)Nc1c(Cl)cccc1Cl)C(=O)C1CC(=O)N(Cc2ccccc2)C1 (stereo not given)	-1.6	nt
COc1ccccc1NC(=O)CSc1nc2ccccc2c(=O)n1CC1CCCO1 (stereo not given)	-18.5	i
O=C(Nc1ccc2oc(-c3cccnc3)nc2c1)c1ccc(Br)o1	-12.0	i
COc1ccccc1N1CCN(C(=O)c2ccc3c(c2)CCN3S(C)(=O)=O)CC1	-15.1	i
Nc1c(-c2ccccc2)nc(Cl)nc1-c1ccccc1	-5.9	i
CSc1cccc(N2C(=O)C3CCCN3C2=S)c1 (stereo not given)	-15.9	i
Cc1ccc2cc(CN(CC(C)C)C(=O)C3CCCO3)c(=O)[nH]c2c1 (stereo not given)	-16.2	i
O=C(CSc1nc(-c2ccco2)cc(C(F)(F)F)n1)Nc1ccc(C(=O)N2CCCCC2)cc1	-18.3	i
O=C(N/N=C/c1cccs1)c1cccnc1	-18.1	i
O=C(O)C1C2C=CC3(O2)C1C(=O)N1c2ccccc2C2OCCC2C13 (stereo not given)	-14.0	i
CCOC(=O)/C(C#N)=C/Nc1cc(F)ccc1C	-27.4	i
Cc1ccc(CNC(=S)Nc2cc(C)ccc2OC(F)F)cc1	-16.0	i
CC(=O)Nc1ccc(NC(=O)C2CCCN(S(=O)(=O)c3ccc(-n4cnnn4)cc3)C2)cc1 (stereo not given)	0.7	i
Cc1noc(C)c1COc1ccc(C(=O)OCC(=O)NCc2ccccc2Cl)cc1	-21.5	i
CCOC(=O)N1CCN(Cc2nc(Cc3cccc(C(F)(F)F)c3)no2)CC1	-31.7	i
Cc1ccc(-c2ccc(/C=N\n3cnnc3)o2)c(Br)c1	-24.1	i
CCn1nc(C(=O)Nc2nc(-c3ccccn3)cs2)c2ccccc2c1=O	-18.4	nt
CC(C)N1CCc2c(sc(NC(=S)NC(=O)c3ccccc3)c2C#N)C1	5.7	i
Cn1c(N)c(C(=O)COC(=O)CCC2CCCCC2)c(=O)n(C)c1=O	-1.1	i
CCOc1ccc(C(=O)Nc2ccc(S(=O)(=O)N3C[C@@H]4C[C@@H](C3)c3cccc(=O)n3C4)cc2)cc1	-26.1	nt
O=C(Cn1ccc(=O)[nH]c1=O)NCCO	-7.3	i
O=C(NCCN1C(=O)S/C(=C/c2cccnc2)C1=O)c1cccs1	-6.5	nt
CCc1c(O)cc(=O)n(-c2ccccc2)c1-c1ccccc1	-34.6	i
CN(C)c1ccc(N=Cc2cccn2C)cc1	-17.5	i
Cc1ccc(-c2cc(C(F)F)n3ncc(C(=O)N4CCN(c5ccccn5)CC4)c3n2)cc1	-58.5	i
S=C(NC1CCCCC1)N1CCN(c2ncccn2)CC1	-17.1	i
CSc1ccc(/C=C/C(=O)OCC(=O)N2CCCCCC2)cc1	-6.7	nt
CCOC(=O)c1c(C)[nH]c(N=Nc2ccccc2C)c1C	-56.5	i
COc1ccc(OC)c(NC(=O)CC2SC(=Nc3ccccc3)N(CCc3ccccn3)C2=O)c1 (stereo not given)	-25.4	i
O=C(c1ccco1)N1CCN(S(=O)(=O)c2ccc(C3CCCCC3)cc2)CC1	-26.7	i
O=C(NCC1CCCO1)c1ccc[nH]1 (stereo not given)	18.9	i
CN(C)CCNc1cnn(-c2ccccc2)c(=O)c1Cl	-21.8	i
Cc1ccc(NC(=S)N/N=C2/CCCc3c(C)cc(C)cc32)cc1	-3.8	i
CCN(CC)S(=O)(=O)c1ccc2c(c1)N(CC(=O)N1CCCC1)C(=O)CO2	-18.8	i
CC(C)Oc1ccc(CNC(=O)c2ccc3c(c2)N(C)CCS3)cc1	-11.9	i
O=C(Nc1cccc(C(=O)O)c1)/C(=C\C=C\c1ccccc1)NC(=O)c1ccccc1	-5.5	i
CCOC(=O)c1[nH]c(C)c(C(=O)NCc2ccc(C)cc2)c1C	-11.1	i
O=C(Cc1ccccc1)N/N=C/c1ccc(OCC(=O)Nc2ccccc2)cc1	-35.9	i
COc1ccccc1C(CNC(=O)CNC(=O)c1ccc(Cl)c(Cl)c1)N1CCCC1 (stereo not given)	-11.3	nt
O=C(COc1coc(CN2CCN(c3ccccc3F)CC2)cc1=O)Nc1ccccc1	-26.9	i
Cc1ccc(N2C(=O)C(NC(=O)c3ccccc3)(C(F)(F)F)C3=C2CC(C)(C)CC3=O)cc1 (stereo not given)	-15.1	i
O=C1CCC(=O)N1Cc1c(Cl)cccc1Cl	-17.8	i
Cc1ccc(N=Nc2c(O)[nH]c(=O)[nH]c2=O)cc1S(=O)(=O)Nc1ccc(Br)cc1	-20.8	nt
Cc1ccc(Nc2cc(C)nc3c(C)cccc23)cc1	-23.0	i
CCOc1ccccc1NC(=O)CCCN1C(=S)NC(C)(C)CC1C (stereo not given)	-9.6	i
CC(C)(C)c1cc(NC(=O)Nc2ccc(Br)cc2Cl)no1	-24.8	i
C/C(=N\NC(=O)CCC(=O)O)c1c(-c2ccccc2)c2cc(Br)ccc2[nH]c1=O	-5.8	i
C[C@@H](C(=O)NCc1ccc(S(C)(=O)=O)cc1)[C@@H]1C[C@@]1(C)[C@@H](NC(=O)OCc1ccccc1)c1ccccc1	-8.7	i
Cc1ccc(CNS(=O)(=O)c2c(C)n(C)c(=O)n(C)c2=O)cc1	-6.2	i
COC(=O)C1=C(C)NC(=S)NC1c1ccc(OC(=O)c2ccco2)cc1 (stereo not given)	-2.5	i
CC(=O)c1cc(Cl)ccc1OC(=O)c1ccco1	-6.8	i
CCN1C(=O)C(CC(=O)Nc2ccc(OC)cc2)N(Cc2ccc3c(c2)OCO3)C1=S (stereo not given)	-12.7	i
O=c1[nH]c2cc(NCCO)c([N+](=O)[O-])cc2[nH]1	-3.0	i
O=C1Nc2ccccc2/C1=N\N=C\C1=C(N2CCOCC2)C(=C\c2ccccc2)/CC1	-9.6	i
Cc1ccc(C(=O)NCCc2c[nH]c3ccccc23)s1	-2.2	i
CCC1(c2ccccc2)NC(=O)N(CC(=O)Nc2cc(S(=O)(=O)N3CCCCC3)ccc2OC(C)C)C1=O (stereo not given)	-27.8	i
O=C(CSc1nc2c(cnn2-c2ccccc2)c(=O)[nH]1)c1ccc(Cl)cc1	-22.8	i
COC(=O)c1ccc(Cn2nc(-c3ccccc3)ccc2=O)cc1	-14.6	i
CCCCNCc1cc(Cl)c(OCCC)c(OCC)c1	-14.8	i

Random excerpt: 6 entries already listed.
SMILES	OX1R antagonist	CHT PAM
O=C(CSc1nc2c(cnn2-c2ccccc2)c(=O)[nH]1)c1ccc(Cl)cc1	-22.8	i
CCC1(c2ccccc2)NC(=O)N(CC(=O)Nc2cc(S(=O)(=O)N3CCCCC3)ccc2OC(C)C)C1=O (stereo not given)	-27.8	i
O=C1Nc2ccccc2/C1=N\N=C\C1=C(N2CCOCC2)C(=C\c2ccccc2)/CC1	-9.6	i
Cc1ccc(C(=O)NCCc2c[nH]c3ccccc23)s1	-2.2	i
CCN1C(=O)C(CC(=O)Nc2ccc(OC)cc2)N(Cc2ccc3c(c2)OCO3)C1=S (stereo not given)	-12.7	i
C/C(=N\NC(=O)CCC(=O)O)c1c(-c2ccccc2)c2cc(Br)ccc2[nH]c1=O	-5.8	i

More entries.
SMILES	OX1R antagonist	CHT PAM
O=C(OC1CCOC1=O)c1ccc2ccccc2n1 (stereo not given)	2.4	i
CC(=O)Cc1nsc(NC(=O)c2ccc(-c3ccc(Cl)c(Cl)c3)o2)n1	-18.7	i
Cc1cccc(C2NC(=O)c3c(sc(C)c3C)N2)c1O (stereo not given)	-5.8	i
CCCN(CCC)CCCNc1ccc(C(=O)Nc2cccc(OC)c2)cc1[N+](=O)[O-]	-22.5	i
CCc1ccc(N2C(=O)C3C4CCC(C4=C(C)C)C3C2=O)cc1 (stereo not given)	-2.0	i
O=C(NC1CCCCC1)C(=O)c1c(-c2ccccc2)[nH]c2ccccc12	-22.2	i
COc1cc2c(=O)n(CCC(=O)NCC3CCCO3)c(=O)n(CC(=O)Nc3ccc(C)c(C)c3)c2cc1OC (stereo not given)	-20.6	i
Cc1cc(Br)cc(C)c1NC(=S)NC(=O)CC(C)C	-4.1	i
CCC1CC(/C(C)=N/NC(N)=O)OC1=O (stereo not given)	-6.6	i
c1ccc(Cc2nnc(N3CCCCC3)c3ccccc23)cc1	-13.0	i
CC(C)CNC(=O)CC(c1ccccc1)c1ccccc1	-12.5	i
O=c1[nH]c2ccc(S(=O)(=O)N3CCCCC3)cc2o1	-4.6	i
NC(=O)c1nsc(C(=O)N(c2ccccc2)C(C(=O)NCc2ccc(F)cc2)c2ccco2)c1N (stereo not given)	-7.8	i
Cc1cc(C(=O)NCC(=O)Nc2c(C)cccc2C)c2ccccc2n1	-11.9	nt
COc1cccc(C2C3=C(Nc4[nH]n(-c5ccccc5)c(=O)c42)c2ccccc2C3=O)c1 (stereo not given)	-13.2	i
CCC1CCCCN1c1nc(-c2cccc(OC)c2O)nc2ccccc12 (stereo not given)	-19.5	i
Cc1ccc(C(=O)N2CCN(c3ncccn3)CC2)c(C)c1	-13.0	i
O=C(CSc1ncnc2c1oc1ccccc12)Nc1cccc(Cl)c1	-15.3	i
C=CCC(NCc1ccccc1)c1ccco1 (stereo not given)	-12.2	i
O=C1C2C3C=CC(CC3)C2C(=O)N1c1ccccc1 (stereo not given)	nt	i
O=C1CN=C(Nc2ccccc2Cl)N1Cc1ccc2c(c1)OCO2	11.2	i
CC(C)(C)c1ccc(NC(=O)C2=CC=CN3CCS(=O)(=O)N=C23)cc1	-7.5	nt
O=C(c1ccccc1)N1CCN(C(=O)c2nn3c(C(F)(F)F)cc(-c4ccco4)nc3c2Cl)CC1	-16.2	i
CCSC1=C(C#N)C(c2ccccc2C)CC(=O)N1 (stereo not given)	-8.0	i
CCN(CC)S(=O)(=O)c1cccc(C(=O)Nc2sc3c(c2C(N)=O)CCCC3)c1	-12.5	i
Cc1ccc(C(=O)c2ccccc2C(=O)OCC(=O)N2CC(C)CC(C)C2)cc1 (stereo not given)	6.5	nt
O=C(c1ccc2c(c1)OCO2)C1CCCN(Cc2cn[nH]c2-c2ccccc2)C1 (stereo not given)	-16.7	i
CCN1CCN(C(CNS(=O)(=O)c2ccc(Br)cc2)c2cccnc2)CC1 (stereo not given)	-27.0	i
Cc1ccc(N(O)C(=O)NCCCCNC(=O)N(O)c2ccc(C)cc2)cc1	-15.2	i
Cc1ccc(N2C(=O)NC(C(F)(F)F)(C(F)(F)F)C3=C2CC(C)(C)CC3=O)cc1	-19.3	i

Reformatted: results already given
structure | OX1R antagonist | CHT PAM
CCC[C@H]1COCCS(=O)(=O)N1Cc1ccc(Br)cc1 | -20.7 | i
CCO[C@@H]1OC(C(=O)NC2CC2)=C[C@H](c2ccccc2)[C@H]1CCCO | 3.7 | i

Carrying on.
SMILES	OX1R antagonist	CHT PAM
C[C@H](CO)N1C[C@H](C)[C@@H](CN(C)CC2CCCCC2)Oc2c(NS(=O)(=O)c3ccc(F)cc3)cccc2C1=O	-32.3	nt
CCOC(=O)c1c(NC(=O)c2cccc(N3C(=O)CCC3=O)c2)sc2c1CCN(CC)C2	-2.4	i
Cc1cccc(NC(=O)CSc2nnc(CN3CCOCC3)n2C)c1C	-11.2	i
CN1CCN(C(=O)c2ccc(COc3ccc(C(C)(C)C)cc3)o2)CC1	-21.2	i
CCOc1ccc(S(=O)(=O)N2CCOCC2)cc1NC(=O)CSCc1c(C)noc1C	15.8	i
O=C(C1=C[C@H](c2coc3ccccc3c2=O)C[C@H](OCc2ccc(CO)cc2)O1)N1CCN(Cc2ccc3c(c2)OCO3)CC1	-32.8	i
Cc1nc2nc(N)nn2c(C)c1C/C=C/c1ccccc1	-6.6	i
CCOC(=O)c1ccc(-c2ccc(-c3cc(=O)oc4cc(OC)c(OC)c(OC)c34)cc2)cc1	-25.8	nt
N=c1sccn1CC(=O)Nc1ccc(SC(F)F)cc1	-2.1	i
CCN(CC)S(=O)(=O)c1ccc(C(=O)NCCN(C)C)cc1	-23.1	i
